# Pf Dd2 growth: Plasmodium falciparum Dd2 growth inhibition; 4.3% of 120,000 active; P. falciparum Dd2 growth, SYBR Green, 72 h; AID 1347417; Potency, µM (doses to about 28.9 µM), for inactives: at the top dose activity, negative = inhibition, most hits filed as inhibitors; active = well fitted inhibition curve with a large enough effect; inconclusive = small, poorly fitted or top-dose-only effect; inactive = no such curve, though single readings can be large or run the other way;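 also: plate controls were DMSO vehicle for no effect and reference drug for full effect; nearly all actives have a fitted effect of over 65% in size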
#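 Readout: SYBR Green fluorescence, 485 nm excitation, 535 nm emission, after ~16 h lysis at 37C. Before that, Dd2-infected red cells (2.5% hematocrit) grew 72 h with compound, 29 uM top final concentration.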
# * hit, by the source's call; i = inactive; ? = inconclusive; & = joins results of further samples; [ ] = dose if it differs, or a comment. Potency is read from the fitted curve at half-maximal effect. The list is partial; count on the stated rates, not on these rows.
# Preview:
no.	mol	Pf Dd2 growth
1	CNC(=O)[C@H]1C[C@H](Oc2ccccc2)CN1C(=O)NCc1ccccc1	23.3%
2	CCCn1ccc2c(OCC(=O)Nc3cc(C)ccc3C)cccc2c1=O	-20.0%

# Results, from the start:
no.	mol	Pf Dd2 growth
1	CNC(=O)[C@H]1C[C@H](Oc2ccccc2)CN1C(=O)NCc1ccccc1	23.3%
2	CCCn1ccc2c(OCC(=O)Nc3cc(C)ccc3C)cccc2c1=O	-20.0%
3	Cc1ccc(Cl)cc1-n1ncc2c(NCCCn3ccnc3)ncnc21	8.2%
4	O=C(c1ccc2c(c1)OCO2)N1CCn2c(nnc2C2CCNCC2)C1	4.1%
5	CCC(CC)NC(=O)c1ccc2c(c1)N(S(C)(=O)=O)CC2	-15.7%
6	CCOc1cc(CNC(=O)C2COc3ccccc3C2)cc(OCC)c1OCC (stereo unspecified)	12.1%
7	CCOc1ccc(C(=O)N2CCC3(CC2)CC(O)CCO3)cc1 (stereo unspecified)	-7.8%
8	CNC(=O)[C@@H]1CN(S(=O)(=O)C(C)C)C[C@H]1c1n[nH]c(C)n1	-13.8%
9	COc1cc(CNC(=O)C2CCN(c3cn[nH]c(=O)c3)C2)cc(OC)c1 (stereo unspecified)	-21.6%
10	Cc1nc2c(c(-c3ccc(O)cc3)n1)CN(C(=O)c1ccc(F)cc1)CCC2	5.0%
11	CC(C)CNC(=O)C(NC(=O)CC(C)C)C1CCN(C(=O)c2cccc(Br)c2)CC1 (stereo unspecified)	i
12	O=C1NCCCCCCN(Cc2ccncc2)[C@@H]2CN(S(=O)(=O)Cc3ccccc3)CC[C@@H]12	?
13	CCC(C)NC(=O)c1[nH]c2cc(C)ccc2c1Sc1ccc(Cl)cc1 (stereo unspecified)	i
14	CC(=O)N1CCC(c2nn(-c3ccc(Cl)cc3)c(=O)[nH]2)CC1	i
15	COc1ccc(N2CCN(c3nc(C(=O)NCc4cccc(C)c4)cs3)CC2)cc1	3.16µM*
16	CC(C)NC(=O)C1CCc2nnc(CNC(=O)C3CC3)n21 (stereo unspecified)	-6.8%&7.4%[44.1 µM]
17	CC(C)(Oc1nn(Cc2cccc(Cl)c2)c2ccccc12)C(=O)N1CCCC1	?
18	CCC(=O)Nc1ccccc1-c1nc2ccccc2n(C(C)C(=O)Nc2ccc(OC)cc2)c1=O (stereo unspecified)	10µM*
19	c1coc(-c2nnc([C@H]3CCN(Cc4c[nH]c5ccccc45)C3)o2)c1	i
20	O=C(c1cccc(F)c1)N1CCC2(CC1)N=C(c1ccc(Cl)cc1)NO2	i
21	Cc1ccc2c(C(=O)N3CCN(c4ccc(F)cc4)CC3)cc(NC(=O)C(C)C)cc2n1	-6.8%
22	c1cncc(CN2CCn3c(nnc3C3CCCNC3)C2)c1 (stereo unspecified)	16.7%[44.1 µM]
23	Cc1ccc(CCNC(=O)c2cn(C)c3ccc(S(=O)(=O)N4CCC(C)CC4)cc3c2=O)cc1	17.7%
24	COCCNC(=O)C1COC2(CCN(C(=O)c3ccccc3C)CC2)N1C(=O)c1cccc(OC)c1 (stereo unspecified)	-0.3%
25	COc1ccc(-c2nc(C)c(CCNC(=O)C(=O)Nc3ccccc3F)s2)cc1	?

# Looked up above:
# Under Pf Dd2 growth, CCC(CC)NC(=O)c1ccc2c(c1)N(S(C)(=O)=O)CC2 reads -15.7%
# Under Pf Dd2 growth, Cc1ccc(CCNC(=O)c2cn(C)c3ccc(S(=O)(=O)N4CCC(C)CC4)cc3c2=O)cc1 reads 17.7%

# Other compounds:
no.	mol	Pf Dd2 growth
26	OCC1CN(Cc2ccc(Cl)cc2)CC12CCNCC2 (stereo unspecified)	i
27	N#Cc1ccc(C(=O)N2CCCN(Cc3ccncc3)C(c3ccccc3)CC(=O)NCC2)cc1 (stereo unspecified)	?
28	COCCN1C(=O)CS(=O)(=O)C12CCN(C(=O)c1ccc(F)cc1F)CC2	-19.5%
29	COCCCNC(=O)c1nn(C)c2c1CS(=O)(=O)c1ccccc1-2	-18.5%
30	OC1CCOC2(CCN(Cc3ccncc3)CC2)C1 (stereo unspecified)	6.2%
31	COc1ccc(-n2nc3c(N4CCC(C(=O)NCc5cccc(F)c5)CC4)nnc(C)c3c2C)cc1	?
32	O=C1CCN(S(=O)(=O)c2ccccc2)CCCN(C(=O)NC2CCCCC2)CCN1	i
33	Cn1c(-c2ccc(S(=O)(=O)N3CCCC3)cc2)csc1=Nc1ccc(Cl)c(Cl)c1	?
34	Cc1ccc(CNC(=O)c2sc3nc[nH]c(=O)c3c2C)cc1	-0.4%
35	COc1cc(F)c(CN2CCN(C)C3(CCNC(=O)CC3)C2)c(F)c1 (stereo unspecified)	-31.7%
36	CC1(C)NC(=O)N(CC(=O)N[C@H](Cc2ccccn2)C2CC(O)C2)C1=O (stereo partly specified)	-5.6%
37	O=C(O)CC1(CC(=O)N[C@H]2CO[C@H]3[C@@H]2OC[C@@H]3n2nnnc2Oc2ccc(-n3cncn3)cc2)CCCC1	-22.5%
38	Cc1ccc2c(=O)cc(C(=O)Nc3ccc(S(=O)(=O)N(C)Cc4ccccc4)cc3)oc2c1C	i
39	CCOC(=O)c1ccc2oc(=O)n(Cc3ccccc3)c2c1	-11.7%
40	COCc1nc(CCNC(=O)c2cc(C)n(C)n2)no1	64.4%[activator]
41	c1ccc2c(CN3CC(Oc4ccc5c(c4)OCO5)C3)cccc2c1	6.7%
42	O=C(CSc1nnc2ccc3ccccc3n12)c1ccc(F)cc1	20.7%[5.79 µM]
43	Cc1noc(C2CCCCCN2C(=O)c2ccccc2)n1 (stereo unspecified)	7.2%
44	Cc1ccc(Cn2c(C(C)NC(=O)c3ccccc3)nc3ccccc32)cc1 (stereo unspecified)	?
45	CCOc1ccc2c(n1)CCN(C(=O)c1nccn1C)C2	?
46	Cc1cc(Cl)ccc1-c1cccc(CN)c1	14.1µM*
47	C[S+](=O)([O-])c1ccc(-c2nc(C(=O)NCCc3ccc(Cl)cc3)n3ccncc23)cc1	8.91µM*
48	CCc1ccc(NS(=O)(=O)c2ccc3[nH]cc(C(=O)NC4CCCC4)c(=O)c3c2)cc1	?
49	Cc1noc(C2CC3(CCN(C(=O)Cc4c[nH]c5ccccc45)CC3)CN2C)n1 (stereo unspecified)	-11.6%
50	Cc1nc(C)c(C(=O)N(C)C2CCc3nn(CC4CC4)c(=O)n3CC2)s1 (stereo unspecified)	41.5%[activator]

# In the list so far, 2 contain an aryl thioether with sulfur outside any ring.
no.	mol	Pf Dd2 growth
13	CCC(C)NC(=O)c1[nH]c2cc(C)ccc2c1Sc1ccc(Cl)cc1 (stereo unspecified)	i
42	O=C(CSc1nnc2ccc3ccccc3n12)c1ccc(F)cc1	20.7%[5.79 µM]

# (cont.)
no.	mol	Pf Dd2 growth
51	CC1(C(=O)N2CCCC2C(=O)Nc2ccccc2Oc2cccnc2)CC1 (stereo unspecified)	-15.4%
52	O=C(Cn1cnc2c(oc3ccccc32)c1=O)Nc1ccc(OC(F)(F)F)cc1	14.8%
53	CCC(=O)N1CCC(n2c(C)cnc2-c2cccnc2)CC1	2.9%
54	COc1cccc(Nc2cn(C)c(=O)n3cc(COc4ccccc4)nc23)c1	-3.4%[44.1 µM]
55	Cc1ccc(C(=O)c2cn(CC(=O)NCc3ccccc3Cl)c3nc(C)ccc3c2=O)cc1	i
56	COc1ccc(S(=O)(=O)Nc2ccc(C)n(CC(=O)O)c2=O)cc1	8.5%
57	O=C(N[C@@H]1CCN(C(=O)c2ccc3cc[nH]c3c2)C[C@H]1O)c1cnccn1	1.5%
58	Cc1nn(C)c(C)c1S(=O)(=O)N1CCC(c2noc(-c3ccccc3)n2)C1 (stereo unspecified)	8.7%[5.79 µM]
59	CC(C)c1nc(CNC(=O)c2ccc(CC3CCCNC3)cc2)cs1 (stereo unspecified)	-28.5%
60	Cc1ccc(N2CCN(C(=O)c3ccc4c(c3)N(C)C3CCCCCN3C4=O)CC2)cc1 (stereo unspecified)	i
61	O=C(O)C1=NOC2CN(C(=O)c3ccc(C(F)(F)F)cc3)CC12 (stereo unspecified)	14.5%
62	CCCc1noc(-c2cn(C3CCN(C(=O)c4cc(F)ccc4F)CC3)nn2)n1	?
63	CC1(c2ccccc2)N(Cc2ccccc2)C(=O)OC12CCN(Cc1ccncc1)CC2 (stereo unspecified)	i
64	Cc1ccc(NC(=O)[C@H](Cc2ccccc2)N2Cc3ccccc3C2=O)cc1F	-24.0%
65	O=C(N[C@H]1CCN2C(=O)c3cc(-c4ccsc4)ccc3NC(=O)[C@@H]2C1)c1cccs1	?
66	Cc1c(CNCCc2ccc(S(N)(=O)=O)cc2)c(C(=O)O)c(C)n1Cc1ccc(Cl)cc1	-14.8%
67	Cc1ccc(OCC(=O)N[C@@H]2CCOC[C@H]2Oc2cccc(F)c2)cc1C	-29.2%
68	CS(=O)(=O)N(C1CCOCC1)C1CN(C(=O)NCc2ccccc2)C1	3.0%
69	Cc1cnc(CCN)n1CC1CC1	i
70	Cc1nc(-c2ccc(Cl)cc2)n(Cc2cc(F)cc(F)c2)c(=O)c1CCO	-10.6%
71	CCOc1ccc(CCNC(=O)CSc2cc(=O)n(C)c3ccccc23)cc1OCC	i
72	Cc1cc(C)n(C2CCN(c3nccc(-c4ccccn4)n3)C2)n1 (stereo unspecified)	1.1%
73	Cc1cccc(-n2cc(CN3CCCC(C)(O)C3)c(-c3cccc(F)c3)n2)c1 (stereo unspecified)	8.91µM*
74	Cc1nc(-c2ccccc2)sc1CCNS(=O)(=O)c1ccccc1	17.9%
75	Cc1ccc(CNC(=O)N2CCCCCNC(=O)[C@@H]3CCCC[C@@H]32)cc1	-17.1%

no.	mol	Pf Dd2 growth
76	CN1C(=O)c2cccn2CC1CNC(=O)c1cc(-c2ccccc2)n[nH]1 (stereo unspecified)	?
77	COC(=O)[C@@H](Cc1cccnc1)NC(=O)[C@H]1CN(C(=O)c2cccnc2)CCN1C(=O)C1CCCCC1	0.6%
78	Cn1cc(S(=O)(=O)N2CCCCCC2)cc1C(=O)NCc1ccccc1Cl	?
79	CC(C)c1ccc(-c2nc(C3CC(=O)N(c4ccc(F)c(Cl)c4)C3)no2)cc1 (stereo unspecified)	22.0%
80	N#Cc1ccccc1Cn1c(=O)n(-c2ccccc2)c(=O)c2c3c(sc21)CCC3	1.3%
81	CC(C)CNC(=O)N1CCN(S(=O)(=O)c2ccc3c(ccn3C)c2)CC1	21.5%
82	Cc1noc(-c2ccc(OC3CN(C(=O)Cc4ccsc4)C3)cc2)n1	54.8%[activator][5.79 µM]
83	O=C(c1cn2cc(Cl)ccc2n1)N1CCc2nc(-c3ccccc3)[nH]c2C1	?
84	COC(=O)c1ccc2nc(C[C@@H]3C[C@@H](C(C)C)[C@H](CNC(=O)c4ccccc4)C=C3C)[nH]c2c1	8.91µM*
85	CCN1c2cc(C(=O)NCc3ccc(Cl)cc3)ccc2C(=O)N2CCCCC21 (stereo unspecified)	8.91µM*
86	CN1C(=O)CC(C(=O)O)C12CCN(Cc1ccc(CCC(C)(C)O)cc1)CC2 (stereo unspecified)	12.3%
87	Cc1cc(NC(=O)N2CCCC(Cn3cnc4cccnc43)C2)ccc1Br (stereo unspecified)	8.91µM*
88	Cc1ccc(Cl)cc1N1CCN(C(=O)c2sc3nc4n(c(=O)c3c2C)CCC4)CC1	-19.1%
89	CCOC(=O)N1CCC(NC(=O)c2c(C)nn(-c3ccc(C)cc3)c2-n2cccc2)CC1	i
90	Cc1cccc(NC(=O)CCc2c(C)nc3nc(CNC(=O)c4cccc(F)c4)nn3c2C)c1	?
91	Cn1cccc1C(=O)N1CC(c2nc(CCOCC3CCCC3)no2)C1	-18.2%
92	COc1cccc(CN2CCC(N3C(=O)C4(CCCCC4)C3c3ccncc3)CC2)c1OC (stereo unspecified)	?
93	Cn1c(=O)c2c(n3c4ccccc4nc13)NC(=O)CC2c1cccc(F)c1 (stereo unspecified)	10.2%
94	Cn1cccc1CN1C[C@@H](CO)[C@H](c2ccncc2)C1	-4.9%
95	Cc1c(C(=O)NCc2ccccc2)oc2c1-c1[nH]ncc1CC2	6.7%
96	CCCS(=O)(=O)N1C[C@@H]2C[C@H](C1)c1c(-c3cccc(C#N)c3)ccc(=O)n1C2	-1.5%[44.1 µM]
97	O=C(c1cccc(O)c1)N1CC(CNc2ccccc2)C2(C1)CN(c1ccccc1)C2 (stereo unspecified)	?
98	CC1=C(c2ccc(C)c(C)c2)S(=O)(=O)N=C1N1CCC(C(=O)Nc2cccc(F)c2)CC1	i
99	CC(C)(C)NC(=O)N1CC[C@H]2C(=O)NCCCCCN(Cc3cccnc3)[C@@H]2C1	-1.0%
100	COc1ccc2cc(CN3CCC(N(C)C)C3)c(-c3cccc(C)c3)nc2c1 (stereo unspecified)	11.2µM*

no.	mol	Pf Dd2 growth
101	O=C(N[C@H]1C[C@@H](CO)N(CCc2ccccc2)C1)c1cccnc1	i
102	COc1ccc2cc3cc(C(=O)NCc4ccc(C)cc4)oc3nc2c1	8.4%
103	O=C(c1ccsc1)N1CCN(c2cc(-c3cccs3)[nH]n2)CC1	i
104	CC(=O)c1ccc(NC(=O)C2CCN(S(=O)(=O)c3c(C)noc3/C=C/c3ccc(C)cc3)CC2)cc1	i
105	Nc1nnnn1CC(=O)N[C@@H]1COCC[C@@H]1Oc1ccc(F)cc1	-7.1%
106	Fc1ccc(-c2cnc3n2C[C@H](CNC2CCCC2)OC3)cc1	?
107	CCOC(=O)C(Cc1ccccc1)NC(=O)CCc1c(C)nc2c(c(C)nn2-c2ccc(C)c(C)c2)c1C (stereo unspecified)	?
108	COc1ccc(-c2noc([C@H](C)O)c2C(=O)NC(C)C)cc1	-5.7%[44.1 µM]
109	Cc1noc(C2CC3(CCN(C(=O)CCc4c[nH]c5ccccc45)CC3)CN2C)n1 (stereo unspecified)	?
110	CCCc1noc(-c2cccn3c(CNC(=O)c4ccc(C)cc4C)nnc23)n1	i
111	COc1ccccc1C(=O)N1CCC2(COc3ccncc3[S+](=O)([O-])N2)C1 (stereo unspecified)	16.5%
